Assay outcomes deposited in PubChem by several laboratories.
hgDAF12 agonist = H. glycines DAF-12 receptor agonists, primary screen, cell-based, luminescence, HEK293, GAL4 fusion, UAS-luciferase; actives 1.8% (n = 370,000); AID 687014, 2013; activation, % at 6.8 µM; Nuclear hormone receptor DAF-12 (Heterodera glycines), GAL4 fusion; HEK293 GAL4-hgDAF12 UAS-luciferase reporter, agonist luminescence; normalized to butyrate control;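 active means activation above a cutoff set at the mean of all screened compounds plus 3 SD, cut at about 10% in these data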;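 further: 0% = DMSO wells and 100% = sodium butyrate wells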
GAA850 FXN act = FXN promoter activators, primary screen, cell-based, luciferase luminescence, HEK293 lucGAA850 | HEK293 lucGAA850 FXN promoter luciferase reporter, 24 h; percent of 10 µM SAHA response | activation, % at 6 µM | actives 0.56% (n = 360,000);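 active means activation above the average of all compounds screened plus 3 SD, cutoff fixed separately per campaign, cut at about 7.5% in these data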;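 further: 0% = DMSO wells and 100% = 10 µM SAHA wells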
SMARCA2 act = SMARCA2 (BRM) function activators, primary screen, cell-based, luminescence, high throughput. activation, % at 9.1 µM. actives 1% (n = 370,000). MG213 cells, MMTV-luciferase reporter, dexamethasone, overnight. AID 652017, 2013; in the data active means activation above about 7.8%;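 further: 0% = vehicle wells and 100% = reference activator wells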
Rev-erbA mod = modulators of Rev-erb alpha DNA binding, primary screen, biochemical, FITC-DNA, fluorescence polarization, uHTS; AID 1259318, 2017; Nuclear receptor subfamily 1 group D member 1 (Homo sapiens), P20393; actives 0.79% (n = 370,000); activity, % at 10 µM; Rev-erbα–FITC-DNA binding, 90 min;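 active means activity above about 14%, limit read from the data; passing the limit was not always enough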;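 further: 0% = DMSO wells with 35 nM protein and 100% = DMSO wells with 750 nM protein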
Target sequence (P20393 whole entry, looked up): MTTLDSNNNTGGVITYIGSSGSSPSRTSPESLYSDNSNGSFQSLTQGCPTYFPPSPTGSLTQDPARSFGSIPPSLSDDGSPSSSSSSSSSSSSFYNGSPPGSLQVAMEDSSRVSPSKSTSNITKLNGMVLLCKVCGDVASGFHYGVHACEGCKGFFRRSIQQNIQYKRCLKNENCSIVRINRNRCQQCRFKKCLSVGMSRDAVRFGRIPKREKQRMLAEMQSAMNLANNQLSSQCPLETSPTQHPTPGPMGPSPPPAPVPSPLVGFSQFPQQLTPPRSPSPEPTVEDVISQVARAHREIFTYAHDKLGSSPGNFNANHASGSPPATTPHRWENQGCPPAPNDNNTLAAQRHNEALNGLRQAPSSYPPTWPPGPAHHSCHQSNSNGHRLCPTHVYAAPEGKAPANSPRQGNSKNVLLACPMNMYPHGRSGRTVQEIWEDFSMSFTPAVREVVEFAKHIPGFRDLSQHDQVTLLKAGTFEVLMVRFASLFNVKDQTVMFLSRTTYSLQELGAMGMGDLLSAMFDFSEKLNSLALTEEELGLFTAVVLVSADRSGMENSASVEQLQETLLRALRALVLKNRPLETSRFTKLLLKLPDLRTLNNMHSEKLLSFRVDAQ
DAX1 inh-1 = DAX1 (NR0B1) inhibitors, primary screen, cell-based, HEK293, Gal4-DAX1, luciferase luminescence | Nuclear receptor subfamily 0 group B member 1 (Homo sapiens), P51843 | HEK293 Gal4-DAX1 luciferase reporter | inhibition, % at 6.75 µM | actives 0.99% (n = 340,000) | AID 504766, 2011;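 active means inhibition above the mean over all tested compounds plus 3 SD, cut at about 4.2% in these data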;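 further: 0% = DAX1-transfected cells with DMSO and 100% = empty-vector control cells with DMSO; inhibition shows as a rise in luminescence from relieved DAX1 repression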
Target sequence (P51843 207-470 limits assumed): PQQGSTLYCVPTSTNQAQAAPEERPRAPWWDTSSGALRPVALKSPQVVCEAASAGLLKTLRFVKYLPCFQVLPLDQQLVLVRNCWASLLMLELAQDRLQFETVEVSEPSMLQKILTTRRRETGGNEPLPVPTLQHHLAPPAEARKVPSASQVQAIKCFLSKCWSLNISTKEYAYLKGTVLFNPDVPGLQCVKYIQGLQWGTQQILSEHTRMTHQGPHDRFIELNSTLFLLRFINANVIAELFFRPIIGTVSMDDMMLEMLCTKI
sPLA2-III inh = human group III sPLA2 inhibitors, primary screen, biochemical, QFRET, BODIPY PC-A2 liposome substrate. QFRET BODIPY PC-A2 liposome hydrolysis, fluorescence. inhibition, % at 12.2 µM. actives 0.56% (n = 370,000);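 active means inhibition above mean plus 3 SD of compounds lying within the high and low control bounds, cut at about 19% in these data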;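 further: 0% = median of test compound wells and 100% = no enzyme DMSO wells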
DAX1 inh-2 = DAX1 (NR0B1) inhibitors on StAR promoter, primary screen, cell-based, luminescence, SF-1 (NR5A1), full-length DAX-1; HEK293T StAR-luciferase reporter, SF-1/DAX-1 repression relief; inhibition, % at 6.8 µM; actives 1.1% (n = 370,000); AID 652010, 2013;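 active means inhibition above the mean over all tested compounds plus 3 SD, cut at about 3.6% in these data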;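 further: 0% = DAX-1 cells with DMSO and 100% = cells lacking DAX-1 with DMSO; higher inhibition means more luminescence from relief of DAX-1 repression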
hcDAF12 agonist = H. contortus DAF-12 nuclear receptor activators, primary screen, cell-based, luminescence, HEK293, lit1-tk-luc reporter | HEK293 hcDAF-12 lit1-tk-luc reporter; 0% DMSO, 100% Δ7-dafachronic acid | activation, % at 6.8 µM | actives 1.4% (n = 370,000) | AID 652067, 2013;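 active means activation above the mean of all tested compounds plus 3 SD, cut at about 5.5% in these data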;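 further: 100% = response to 3 µM Δ7-dafachronic acid high control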
PLC-beta3 inh = human PLC-beta3 inhibitors, primary screen, biochemical, fluorescence | 1-phosphatidylinositol 4,5-bisphosphate phosphodiesterase beta-3 (Homo sapiens), Q01970 | Purified PLC-beta3, fluorogenic substrate | inhibition, % at 12.2 µM | actives 0.18% (n = 370,000) | AID 720704, 2013; in the data active means inhibition above about 11%;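 further: 0% = median of compound wells on plate and 100% = full blocker control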
PG9 Ab binder = binders of HIV-1 gp120 antibody PG9, primary screen, biochemical, TR-FRET. TR-FRET gp120-PG9 antibody binding. actives 0.43% (n = 360,000). inhibition, % at 6.7 µM; in the data active means inhibition above about 8.5%
ssDAF12 agonist = S. stercoralis DAF-12 nuclear receptor activators, primary screen, cell-based, luminescence, HEK293, GRIP1 co-expression, lit1-tk-luc; Nuclear hormone receptor DAF-12 (Strongyloides stercoralis); HEK293 ssDAF-12/GRIP1 lit1-tk-luc reporter; % of 3 µM dafachronic acid response; activation, % at 6.8 µM; actives 1% (n = 370,000); AID 652126, 2013;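 active means activation above the mean over all tested compounds plus 3 SD, cut at about 0.9% in these data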;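 further: 0% = DMSO-only wells and 100% = 3 µM delta7-dafachronic acid wells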
Numbers without * were called inactive; i = inactive; . = no result given.

SMILES	hgDAF12 agonist	GAA850 FXN act	SMARCA2 act	Rev-erbA mod	DAX1 inh-1	sPLA2-III inh	DAX1 inh-2	hcDAF12 agonist	PLC-beta3 inh	PG9 Ab binder	ssDAF12 agonist
OCCC1CN(Cc2cccc3c2OCO3)CCN1C1CCCCC1 (stereo not given)	-0.7	1.9	-2	5	0.6	8	0.0	-0.7	3	0.3	-1.7
COc1ccccc1OCCNC(=O)C(CCSC)NC(=O)COc1ccccc1 (stereo not given)	1.1	-0.6	-1	-1	-0.2	-5	-0.2	0.8	-1	-1.9	-1.4
CCCCCCC/C(C)=N/NC(=O)CC(=O)NCCc1ccccc1	-1.0	0.7	-3	-6	1.7	-7	-0.4	-3.0	6	-0.8	-1.2
Cc1ccc(-c2cc3nc(C)cc(C)n3n2)cc1	21*	5.0	5	-8	1.2	3	4.5*	17*	-61	-1.0	5.6*
COCc1nc2ccccc2n1Cc1ccc(Br)cc1	3.6	4.2	3	-1	1.9	2	0.3	0.9	0	-0.2	-1.2
Cc1ccc(/C=N/Nc2nncc(-c3ccccc3)n2)o1	3.2	0.8	2	-3	.	1	-0.3	-1.4	1	-5.6	-0.6
COc1ccc(S(=O)(=O)N(C)CC(=O)N2CCN(Cc3ccccc3)CC2)cc1C	-2.3	-1.8	-2	3	-0.4	-5	-0.8	-2.6	2	0.1	-0.5
NC(=O)c1ccc(NC(=O)CS(=O)(=O)c2cn(CC(=O)N3CCCCC3)c3ccccc23)cc1	-1.9	-0.6	3	-3	-0.1	4	0.2	-1.8	-3	-2.4	-1.7
Cc1cc(C(=O)CNCc2ccco2)c(C)n1-c1ccc(F)cc1	9.5	5.8	4	-3	1.3	-2	3.0	4.0	-11	-1.9	0.4
C=CC[C@]12C[C@@H](OC)C(=O)C=C1O[C@@H](c1ccc(OC)c(OC)c1)[C@H]2C	-1.2	1.2	0	-2	-0.6	9	-0.6	-0.4	9	-1.1	-1.2
CCS(=O)(=O)c1ccc(C(=O)Nc2ccccc2OC)c(Cl)c1Cl	1.3	-1.0	3	4	-0.5	-1	-0.5	-2.0	2	0.0	-1.9
O=C(CCS(=O)(=O)c1ccccc1)Nc1ccccn1	1.1	-0.9	5	4	0.2	0	0.3	0.1	-4	-3.3	-0.8
CCCNC(=O)c1onc(CS(=O)(=O)c2cc(C)cc(C)c2)c1C(=O)NCCC	1.4	-0.3	0	-3	1.2	-5	0.2	0.3	0	0.3	-1.1
Cc1cccc(OCCOC(=O)c2ccc(F)c(S(=O)(=O)N3CCOCC3)c2)c1	1.4	0.9	-3	-3	1.0	0	-1.4	-1.4	-12	0.6	-1.2
COc1ccc(C(=O)CCS(=O)(=O)c2ccc(F)cc2)cc1OC	1.9	1.3	3	1	-0.5	1	-0.9	-0.5	-7	-0.7	-0.5
c1cnc2ccc(-c3ccc4ncccc4c3)cc2c1	14*	5.4	2	-2	3.7	-1	3.8*	5.3	-127	-1.4	-0.6
COc1ccc(CC(=O)Nc2sc3c(c2C(N)=O)CCCC3)cc1	-0.8	0.1	-2	-3	0.1	-7	-0.3	-2.0	-14	-0.2	-1.7
COc1ccc(-c2noc(CN(C(=O)c3ccc4c(c3)OCO4)C(C)C)n2)cc1OC	-1.8	3.8	-2	-2	-2.0	-5	1.3	-0.5	-3	-1.8	-1.2
COCCCNc1nnc(Cc2ccc(Cl)cc2)c(=O)[nH]1	0.8	-3.5	-2	0	-1.6	0	-1.2	-1.6	-2	0.1	-0.9
COc1ccc(-c2c3c(cc4ncn(Cc5ccccc5)c24)COC3=O)cc1	-1.6	7.2	2	2	-1.2	-3	-0.1	-2.9	-230	-1.5	-1.3
Cc1ccc(CCNC(=O)C2CCC(=O)N(Cc3cccc(F)c3)C2)cc1 (stereo not given)	1.7	-1.2	0	5	0.7	-6	0.6	-0.8	-7	-0.8	-0.4
CC(C)c1ccc(CN(C(=O)c2cccs2)C2CCS(=O)(=O)C2)cc1 (stereo not given)	-2.6	2.8	-4	2	0.2	-1	-0.5	0.4	-5	-1.6	-0.9
CCN(CCCNC(=O)CCc1nc(-c2ccc(OC)cc2)no1)c1cccc(C)c1	-1.8	-3.2	0	4	0.7	-13	-0.6	-2.7	1	-2.2	-1.4
CC1CC(C)CN(S(=O)(=O)c2ccc3c(c2)CC(=O)N3)C1 (stereo not given)	-0.2	1.9	-3	-2	1.4	-27	0.3	-1.3	-5	-0.7	-1.2
O=C(CSc1ccc(Cl)cc1)Nc1cc(-c2nc3ncccc3o2)ccc1Cl	-0.1	.	0	-1	.	1	0.1	-0.7	-16	0.9	-1.1
COc1cc(/C=N/O)ccc1OCc1ccc(C(=O)O)cc1	13*	0.9	5	0	-6.3	-4	2.4	2.6	-1	-0.6	0.2
CCN=C1S/C(=C\c2cn(C(C)=O)nc2-c2ccccc2)C(=O)N1CC	-4.3	5.7	0	6	-1.8	-14	-1.6	-2.5	-2	-2.8	-2.2
CCOC(=O)c1nn(-c2ccccc2)c2nnc(Cc3ccc(Cl)cc3)c(=O)n12	-1.9	0.7	-3	2	0.8	11	0.1	-0.9	-1	-0.2	0.3
COCCN1Cc2cccc(C(=O)Nc3cccc(OC)c3)c2C1=O	-1.5	1.4	-2	-3	-1.2	-8	0.0	-0.8	-2	-1.1	-1.1
Cc1ccc(-c2noc(CCC(=O)Nc3ccc(C)cn3)n2)cc1	1.5	0.1	3	0	0.7	-2	-0.5	0.3	3	-4.1	-0.8
Cc1cc(C)c2cc(C(=O)N3CCc4ccccc4C3)[nH]c2c1	1.0	1.5	-3	1	0.3	-1	0.2	-1.3	-15	2.8	-1.4
O=C(NCCOc1ccccc1)c1ccccc1SCC(=O)N1CCCC1	3.2	0.9	-5	5	-0.5	0	1.5	4.5	0	-1.4	0.2
COCc1cc(SC2CCCCC2)nc(C)n1	0.8	3.4	0	-3	-0.6	5	0.4	1.4	-15	-1.2	-0.7
COc1cc(C(=O)NCc2nnc(SCC(=O)Nc3ccc4c(c3)OCO4)o2)cc(OC)c1OC	2.3	-1.3	0	4	1.0	-4	0.1	-0.3	-1	-1.6	-1.3
Cc1ccc(S(=O)(=O)Nc2cc(C(=O)NCCN(C)C)ccc2N2CCCCC2)cc1	2.5	1.5	-1	4	1.4	-22	0.2	-1.9	-4	0.4	-1.5
CC(C)Oc1ccc(C(=O)Nc2cccc(S(=O)(=O)N3CCCC3)c2)cc1	-1.1	-4.1	-4	-2	-2.2	-23	-2.5	-3.5	8	0.5	-2.0

Five entries from above, sorted by molecular weight, falling:
SMILES	hgDAF12 agonist	GAA850 FXN act	SMARCA2 act	Rev-erbA mod	DAX1 inh-1	sPLA2-III inh	DAX1 inh-2	hcDAF12 agonist	PLC-beta3 inh	PG9 Ab binder	ssDAF12 agonist
COc1cc(C(=O)NCc2nnc(SCC(=O)Nc3ccc4c(c3)OCO4)o2)cc(OC)c1OC	2.3	-1.3	0	4	1.0	-4	0.1	-0.3	-1	-1.6	-1.3
O=C(CSc1ccc(Cl)cc1)Nc1cc(-c2nc3ncccc3o2)ccc1Cl	-0.1	.	0	-1	.	1	0.1	-0.7	-16	0.9	-1.1
O=C(NCCOc1ccccc1)c1ccccc1SCC(=O)N1CCCC1	3.2	0.9	-5	5	-0.5	0	1.5	4.5	0	-1.4	0.2
Cc1ccc(-c2noc(CCC(=O)Nc3ccc(C)cn3)n2)cc1	1.5	0.1	3	0	0.7	-2	-0.5	0.3	3	-4.1	-0.8
COCc1cc(SC2CCCCC2)nc(C)n1	0.8	3.4	0	-3	-0.6	5	0.4	1.4	-15	-1.2	-0.7

Continuation:
SMILES	hgDAF12 agonist	GAA850 FXN act	SMARCA2 act	Rev-erbA mod	DAX1 inh-1	sPLA2-III inh	DAX1 inh-2	hcDAF12 agonist	PLC-beta3 inh	PG9 Ab binder	ssDAF12 agonist
COc1ccc(CN2CCN(Cc3ccco3)CC2)c(OC)c1	0.8	-1.9	1	-7	-0.1	7	0.6	-0.4	-3	-1.1	-1.1
CC1CCN(C(=O)CSCC(=O)Nc2nc(-c3cccs3)cs2)CC1	5.0	3.4	-2	-1	0.2	-3	2.0	4.3	-29	0.2	-1.0
CCOc1ccc(Cc2c(O)nc(SC)[nH]c2=O)cc1	-1.8	0.6	2	-10	0.5	-6	1.1	-0.6	3	-0.7	-1.5
CCOC(=O)c1cc2c(=O)n3ccccc3nc2n(C(C)C)c1=NC(=O)c1ccncc1	-0.2	-0.6	0	-3	-0.2	0	0.0	-2.9	i	-4.1	-0.8
COc1ccccc1/C=C/C1(C(=O)NC2CCCC2)CC(=O)N1c1ccc(C)cc1 (stereo not given)	-1.7	-3.8	-4	-5	-0.1	-6	-0.6	-1.9	3	-1.1	-1.7
COc1ccc(-c2c[nH]c(=O)[nH]c2=O)cc1OC	6.2	-0.3	-2	2	2.1	2	-0.3	-1.4	-4	-1.2	-0.7
CCOC(=O)c1[nH]c(=S)n(-c2ccccc2)c1C(=O)OCC	-4.1	-0.4	2	3	0.5	25*	0.5	-0.9	-5	-0.5	-0.6
Cc1nn(CCC(=O)NNC(=S)Nc2ccc(Cl)cc2)c(C)c1[N+](=O)[O-]	0.7	1.2	0	2	0.6	13	0.2	0.6	5	0.2	-1.3
COc1ccc(C(=O)Nc2ccccc2NC(=O)c2ccc(OC)cc2)cc1	-1.0	-5.7	-3	-3	0.6	0	-0.7	-0.7	-7	-2.1	-1.4
OC(COc1ccc(CNCCc2ccccc2F)cc1)CN1CCCCC1 (stereo not given)	-0.8	-0.6	-2	-1	3.6	0	0.2	1.1	-1	3.0	-0.9
CCN(CC)c1ccc2c(Nc3ccccc3)c(C=O)c(=O)oc2c1	0.1	1.7	1	-4	-0.8	-1	0.2	0.4	-4	1.2	-0.2
O=C1c2ccccc2C(=O)N1CCn1ccnc1	-0.8	2.0	-2	3	0.9	0	-0.3	-2.3	-5	0.2	-1.6
Cc1ccc(S(=O)(=O)NC(=O)ON=Cc2ccc3c(c2)OCO3)cc1	1.7	.	-4	-2	.	-2	1.5	-2.6	2	-1.0	-1.1
Cc1ccccc1C(=O)c1c[nH]c(C(=O)NCc2cccs2)c1	-1.6	-1.2	0	-7	-0.6	4	-0.2	-2.0	1	0.8	-1.2
